# Assay outcomes: PubChem BioAssay, several laboratories
# TcdB inh: blocks C. difficile toxin B glycohydrolase activity; TcdB glycohydrolase enzymatic assay, plate reader; inhibition, % at 9.99 µM; actives 0.24% (n = 350,000); AID 652162; in the data active = inhibition above about 10%
# Target sequence (P18177 whole entry, looked up): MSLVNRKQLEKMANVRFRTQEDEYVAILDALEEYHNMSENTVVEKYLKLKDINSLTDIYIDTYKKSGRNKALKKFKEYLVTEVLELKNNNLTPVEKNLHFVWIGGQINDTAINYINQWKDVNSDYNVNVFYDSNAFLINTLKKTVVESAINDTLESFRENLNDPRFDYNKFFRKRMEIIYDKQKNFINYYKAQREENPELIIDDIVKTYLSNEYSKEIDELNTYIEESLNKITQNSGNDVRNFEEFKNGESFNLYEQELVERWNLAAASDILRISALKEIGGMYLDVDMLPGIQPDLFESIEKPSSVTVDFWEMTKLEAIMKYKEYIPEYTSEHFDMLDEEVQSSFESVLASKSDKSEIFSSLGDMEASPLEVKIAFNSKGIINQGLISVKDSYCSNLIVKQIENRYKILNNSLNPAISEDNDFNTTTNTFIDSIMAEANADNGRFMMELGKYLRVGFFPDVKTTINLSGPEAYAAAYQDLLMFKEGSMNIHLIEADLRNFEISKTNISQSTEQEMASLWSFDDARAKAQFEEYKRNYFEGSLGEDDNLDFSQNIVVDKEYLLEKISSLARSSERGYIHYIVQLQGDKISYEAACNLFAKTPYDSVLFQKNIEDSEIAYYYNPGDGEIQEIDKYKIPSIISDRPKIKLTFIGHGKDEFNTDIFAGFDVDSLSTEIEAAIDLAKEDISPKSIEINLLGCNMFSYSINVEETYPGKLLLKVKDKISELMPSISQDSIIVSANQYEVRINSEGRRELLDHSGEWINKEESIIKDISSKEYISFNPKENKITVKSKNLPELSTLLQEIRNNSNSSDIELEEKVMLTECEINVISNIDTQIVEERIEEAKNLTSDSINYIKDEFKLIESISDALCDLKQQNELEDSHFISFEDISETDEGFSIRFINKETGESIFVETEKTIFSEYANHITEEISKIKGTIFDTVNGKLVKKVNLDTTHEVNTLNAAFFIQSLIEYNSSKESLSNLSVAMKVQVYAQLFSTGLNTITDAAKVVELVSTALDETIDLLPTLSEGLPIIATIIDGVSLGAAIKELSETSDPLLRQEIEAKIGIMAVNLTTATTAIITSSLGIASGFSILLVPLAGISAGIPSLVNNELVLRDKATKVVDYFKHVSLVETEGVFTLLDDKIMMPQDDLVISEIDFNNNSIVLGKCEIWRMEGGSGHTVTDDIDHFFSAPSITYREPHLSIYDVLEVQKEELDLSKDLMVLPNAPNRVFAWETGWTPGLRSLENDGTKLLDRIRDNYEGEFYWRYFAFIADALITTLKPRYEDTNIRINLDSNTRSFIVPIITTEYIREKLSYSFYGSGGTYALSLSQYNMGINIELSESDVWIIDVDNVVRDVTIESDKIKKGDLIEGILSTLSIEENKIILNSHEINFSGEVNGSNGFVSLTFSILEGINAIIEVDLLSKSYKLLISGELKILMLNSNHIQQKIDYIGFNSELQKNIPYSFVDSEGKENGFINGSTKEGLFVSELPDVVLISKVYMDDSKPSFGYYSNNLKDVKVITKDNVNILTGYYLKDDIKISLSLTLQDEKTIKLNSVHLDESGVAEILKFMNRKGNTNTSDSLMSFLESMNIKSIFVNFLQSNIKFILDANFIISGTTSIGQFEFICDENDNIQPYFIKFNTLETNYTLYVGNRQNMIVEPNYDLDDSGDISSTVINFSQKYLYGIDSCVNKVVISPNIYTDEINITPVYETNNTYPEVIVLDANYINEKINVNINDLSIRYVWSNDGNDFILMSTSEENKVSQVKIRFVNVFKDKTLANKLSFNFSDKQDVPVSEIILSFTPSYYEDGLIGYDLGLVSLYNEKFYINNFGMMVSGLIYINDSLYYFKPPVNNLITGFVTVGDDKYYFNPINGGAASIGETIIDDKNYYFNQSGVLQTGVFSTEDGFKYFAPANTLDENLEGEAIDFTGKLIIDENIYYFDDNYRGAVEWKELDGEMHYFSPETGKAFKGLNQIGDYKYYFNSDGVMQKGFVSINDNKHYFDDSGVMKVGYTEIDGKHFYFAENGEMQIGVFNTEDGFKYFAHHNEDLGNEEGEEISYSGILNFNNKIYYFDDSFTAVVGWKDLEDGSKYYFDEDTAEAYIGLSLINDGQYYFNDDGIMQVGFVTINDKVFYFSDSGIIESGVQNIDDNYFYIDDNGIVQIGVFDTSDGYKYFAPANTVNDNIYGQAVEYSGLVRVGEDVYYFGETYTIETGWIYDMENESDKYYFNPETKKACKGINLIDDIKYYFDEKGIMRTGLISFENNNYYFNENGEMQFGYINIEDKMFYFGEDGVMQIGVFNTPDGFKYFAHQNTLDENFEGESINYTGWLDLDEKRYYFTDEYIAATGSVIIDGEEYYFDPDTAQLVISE
# Rv3671c inh: inhibitors of M. tuberculosis serine protease Rv3671c. P9WHR9. actives 0.048% (n = 320,000). AID 2606. inhibition, % at 5.96 µM; in the data active = inhibition above about 38%;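 note: extracellular domain of Rv3671c used as enzyme; 0% = enzyme with DMSO and 100% = no enzyme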
# PrPC TRFRET: reduces human prion protein on the cell surface; P04156; cell surface PrPC, TR-FRET read-out; actives 0.43% (n = 370,000); inhibition, % at 13.8 µM; in the data active = inhibition above about 24%; note: 0% = median of the test wells and 100% = reference compound wells
# 3CLpro inhibitor: SARS-CoV 3CLpro protease inhibition. actives 0.14% (n = 290,000). recombinant SARS-CoV 3CLpro, quenched FRET peptide cleavage. P0C6X7. inhibition, % at 6 µM; in the data active = inhibition above about 12%
# DUSP3 inh: inhibitors of human VHR1 phosphatase (DUSP3) | recombinant VHR phosphatase, pNPP absorbance | actives 0.52% (n = 290,000) | AID 1654 | P51452 | inhibition, % at 13.3 µM; in the data active = inhibition above about 50%; note: some compounds called inactive have numbers as strong as hits
# CCHF vOTU inh: blocks the CCHF virus ovarian tumor domain protease. actives 0.55% (n = 370,000). AID 651958. CCHFV vOTU protease, Pep-AMC fluorescence. inhibition, % at 11.5 µM; in the data active = inhibition above about 30%; note: 0% = vehicle wells with enzyme and 100% = no enzyme wells
# BH1578 lux ind: induces V. cholerae light production without autoinducers; V. cholerae BH1578 lux reporter, luminescence, 6 h; actives 0.16% (n = 350,000); activation, % at 18.7 µM; in the data active = activation mostly above about 9.7%, no sharp cut-off; note: not every result past the cut was called active; inactives centre near 0; reference of the scale not given here
# SSB-PriA inh: blocks PriA binding to SSB C-terminal tail | AlphaScreen SSBct-PriA binding, biotinylated peptide | inhibition, % at 33 µM | actives 0.6% (n = 430,000); in the data active = inhibition mostly above about 37%, no sharp cut-off; inactive = mostly below about 20%;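 note: plate controls were negative control peptide for no effect and reference peptide for full effect; strong numbers were not always called active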
# Y pestis TopoI: Y. pestis Topo-I inhibition via cleavage products; actives 0.064% (n = 360,000); Y. pestis Topo-I cleavage product accumulation, plate reader; AID 504884; activity, % at 10 µM; in the data active = activity above about 50%, passing the limit was not always enough; note: inactives centre near 2
# MazF activator: MazEF (E. coli) toxin RNase activation; AID 504720; activation, % at 20 µM; FAM/BHQ RNA-DNA oligo cleavage fluorescence, 5 h; actives 0.32% (n = 350,000); P0AE70; in the data active = activation above about 50%
# * marks the source's active call; other numbers are inactive results; i = inactive; . = no result given; & = joins results of further samples. An excerpt; rates above refer to the full screens.
# Start of the listing, in advance, four compounds:
SMILES,TcdB inh,Rv3671c inh,PrPC TRFRET,3CLpro inhibitor,DUSP3 inh,CCHF vOTU inh,BH1578 lux ind,SSB-PriA inh,Y pestis TopoI,MazF activator
Cc1ccccc1S(=O)(=O)N1[C@@H](c2cccc(Cl)c2)C(C(=O)O)=CC[C@H]1c1ccc(Cl)cc1,-3.2,-11,8,.,.,25,-0.5,5,4,-1
O=[N+]([O-])CCO,-1.2,0,3,.,.,6,-0.3,-4,4,6
CC(C)CN(C(=O)COC(=O)CSc1ccc([N+](=O)[O-])cc1)C1CCS(=O)(=O)C1 (stereo not given),0.7,8,-8,.,.,2,i,-4,-1,2
Cc1ccc2cc(CN(CCN(C)C)C(=O)Nc3ccc(Cl)cc3)c(=O)[nH]c2c1,1.0,11,-7,3,17,-8,-0.3,0,-1,17

# The listing, from the first entry:
SMILES,TcdB inh,Rv3671c inh,PrPC TRFRET,3CLpro inhibitor,DUSP3 inh,CCHF vOTU inh,BH1578 lux ind,SSB-PriA inh,Y pestis TopoI,MazF activator
Cc1ccccc1S(=O)(=O)N1[C@@H](c2cccc(Cl)c2)C(C(=O)O)=CC[C@H]1c1ccc(Cl)cc1,-3.2,-11,8,.,.,25,-0.5,5,4,-1
O=[N+]([O-])CCO,-1.2,0,3,.,.,6,-0.3,-4,4,6
CC(C)CN(C(=O)COC(=O)CSc1ccc([N+](=O)[O-])cc1)C1CCS(=O)(=O)C1 (stereo not given),0.7,8,-8,.,.,2,i,-4,-1,2
Cc1ccc2cc(CN(CCN(C)C)C(=O)Nc3ccc(Cl)cc3)c(=O)[nH]c2c1,1.0,11,-7,3,17,-8,-0.3,0,-1,17
O=C(Nc1cccc(S(=O)(=O)N2CCCC2)c1)C1CCCN1C(=O)c1cccs1 (stereo not given),-1.0,0,-6,6,15,10,-0.3,2,3,3
CC(=O)c1ccc(OCC(=O)Nc2ccc3c(c2)CCC3)cc1,2.4,-4,2,-2,24,-5,-0.3,-10,0,-12
N#C/C(=C\c1cccs1)C(=O)NCC1CCCO1 (stereo not given),.,-20,3,4,17,-6,-1.4,-6,2,-4
COC(=O)c1c(NC(=O)C2=COCCO2)sc(C)c1C,2.5,-2,-2,.,.,-1,i,-22&-1,-3,5
CC(=O)N1CCC(C(=O)Nc2ccccc2)(N(Cc2ccccc2)C(=O)c2cccnc2)CC1,.,-1,3,-3,5,5,1.8,-7,-6,2
CCOCCCNc1nc(C)nc2c1nnn2Cc1c(F)cccc1Cl,0.6,4,8,4,22,10,-0.5,4,-3,2
COC(=O)c1sccc1NC(=O)Nc1ccccc1F,2.2,6,0,-3,26,-11,0.6,-3,5,5
O=C(CCc1ccccc1)N1CCN(c2ccccn2)CC1,0.8,4,5,-2,0,-9,i,-9,-6,-7
CCN(CCS(=O)(=O)c1ccc(Br)cc1)Cc1nc2ccccc2c(=O)[nH]1,2.8,4,7,.,.,4,-0.4,-11,22,-8
N#Cc1cc2cc3c(cc2nc1N1CCOCC1)OCO3,.,-3,3,3,19,-51,-0.3,-3,3,3
Cc1ccc2c(Cl)cc(Cl)c(OCC(=O)Nc3cccc(S(N)(=O)=O)c3)c2n1,1.3,-9,-2,0,2,12,-0.4,-12,40,21
O=C(COC(=O)CNC(=O)c1ccccc1)NCCc1ccccc1,0.9,0,-1,-3,12,-1,0.0,0,-6,7
O=C1Cc2cc(S(=O)(=O)NCc3ccc(F)cc3)ccc2N1,5.0,-8,9,.,.,10,i,-5,-3,20
O=C(O)CCc1ccc(-c2ccccc2)n1Cc1ccco1,.,8,0,2,2,14,i,8,5,0
O=C(O)c1cc(S(=O)(=O)N2CCN(S(=O)(=O)c3ccc4ccccc4c3)CC2)ccc1Br,-6.6,-2,5,.,.,14,-0.3,1,-3,-1
COc1ccc(Cn2c(N)c(S(=O)(=O)c3cccs3)c3nc4ccccc4nc32)cc1,.,-1,1,0,13,-8,-0.2,-13,16,-2
O=C(COc1ccc(F)cc1Br)NCc1nnc2ccccn12,-0.2,3,-4,.,.,7,i,-15,-2,-8
CCNC(=S)NNC(=O)c1cc(-c2ccc(OCC)cc2)nc2ccccc12,2.0,-6,-1,-8,23,4,i,8,-1,-1
Cn1nc(-c2ccc(Cl)cc2)cc1NC(=O)CCCC(=O)O,1.6,5,6,-3,-1,-3,-0.9,-6,7,-4
Cc1ccc(-c2cc(C(=O)O)n[nH]2)s1,-0.8,-4,-4,-5,17,-13,-0.4,-5,5,-3
O=C(NCCc1ccccc1Cl)C1CCC(=O)N(Cc2cccc(C(F)(F)F)c2)C1 (stereo not given),1.6,-3,-7,-2,10,3,i,-13,22,5
CN1C(C(=O)Nc2ccc(F)cc2F)=CC(c2cccs2)=NS1(=O)=O,-1.0,4,-19,2,6,12,-0.2,-10,-2,-19
CC1Sc2ccc(S(=O)(=O)N(C)Cc3ccccc3)cc2NC1=O (stereo not given),2.2,-3,0,5,1,0,-0.6,0,6,5
CCCn1c(SCC(=O)NC2CC2)nnc1-c1ccccn1,1.2,-4,0,4,2,-16,-0.1,-4,5,5
CCOc1ccc(N2C(=O)/C(=C/c3ccccc3OCC(=O)OC)N(CC(=O)OC)C2=S)cc1,-5.0,-10,-7,-5,-8,19,-0.2,-7,32,-19
Cc1cc(C)n(-c2nc3ccccc3c(=O)n2OCC(C)C)n1,-1.2,-1,-1,-3,10,-4,-1.1,-15,7,0

# Record cards, from the list above.
# Results for CC(C)CN(C(=O)COC(=O)CSc1ccc([N+](=O)[O-])cc1)C1CCS(=O)(=O)C1 (stereo not given) = TcdB inh = 0.7; Rv3671c inh = 8; PrPC TRFRET = -8; 3CLpro inhibitor = .; DUSP3 inh = .; CCHF vOTU inh = 2; BH1578 lux ind = i; SSB-PriA inh = -4; Y pestis TopoI = -1; MazF activator = 2
# Results for N#Cc1cc2cc3c(cc2nc1N1CCOCC1)OCO3 = TcdB inh = .; Rv3671c inh = -3; PrPC TRFRET = 3; 3CLpro inhibitor = 3; DUSP3 inh = 19; CCHF vOTU inh = -51; BH1578 lux ind = -0.3; SSB-PriA inh = -3; Y pestis TopoI = 3; MazF activator = 3

# More results:
SMILES,TcdB inh,Rv3671c inh,PrPC TRFRET,3CLpro inhibitor,DUSP3 inh,CCHF vOTU inh,BH1578 lux ind,SSB-PriA inh,Y pestis TopoI,MazF activator
CCn1c(SCC(=O)NCCc2ccccc2)nc2sc3c(c2c1=O)CCN(C)C3,0.7,-2,-7,8,-4,-47,-0.2,-8,11,2
N#CC(C(=O)c1ccc(S(=O)(=O)N2CCCCCC2)cc1)c1nc2ccccc2[nH]1 (stereo not given),1.1,5,-4,1,21,4,-1.5,0,0,-2
CC(=O)c1ccc(N2C(=NC(=O)CCC3CCCC3)SC3CS(=O)(=O)CC32)cc1 (stereo not given),2.1,-2,6,0,-12,-1,-0.3,-15,-7,2
CS(=O)(=O)N(CCc1ccccc1)CC(=O)NCc1ccccn1,.,-3,-5,2,-12,1,0.6,-4,0,14
CCOc1ccccc1-n1c(SCC(=O)NC2CCCC2)nnc1-c1ccoc1C,.,-2,0,-9,-8,4,1.2,-8,23,-2
Cc1cccc(C)c1N1CCN(c2cc(Cl)nc(N)n2)CC1,-0.5,-18,3,-3,31,-15,-18,-5,-4,17
Cc1cc(N)c(C)c([N+](=O)[O-])c1C,.,7,0,3,-1,3,i,10,4,-3
COc1ccc(-c2csc(NC(=O)c3cc(C)oc3C)n2)cc1OC,0.4,-5,6,4,-2,3,i,0,-2,5
COc1ccc(S(=O)(=O)N2CCN(C(=O)c3cc4c(s3)CCC4)CC2)cc1,0.8,-3,6,.,.,7,-3.3,-7,33,4
O=C(OCn1nnc2ccccc2c1=O)c1ccc2ncsc2c1,.,-3,-2,1,19,5,-2.9,-8,9,4
O=C(/C=C/c1ccnc2ccccc12)c1cccs1,-0.1,-2,0,4,11,0,-0.5,-6,6,3
COc1cc(C(=O)Oc2ccccc2/C=N/NC(=O)c2ccc(Cl)cc2Cl)cc(OC)c1OC,.,5,1,0,5,2,-0.1,.,-2,-16
Cc1ccccc1/C=C1\C(=O)Nc2ccc(F)cc21,1.1,-7,1,4,27,7,i,5,-2,0
O=C(Nc1ccc(F)c(F)c1)C1CCCN(S(=O)(=O)c2cnc[nH]2)C1 (stereo not given),.,1,.,1,17,.,0.0,-19,-7,6
CCCc1nnc(NC(=O)CCC(=O)N2CCN(Cc3ccc(Cl)cc3)CC2)s1,0.9,-1,2,-2,6,-5,-0.1,-13,-3,1
CCN(CC)CCNC(=O)C1c2ccccc2C(=O)N(C)C1c1cn(C)c2ccccc12 (stereo not given),.,-11,-9,-1,12,2,i,-4,5,5
CCOC(=O)N1CCN(C(=O)c2ccc(CNS(=O)(=O)c3ccc(C)cc3)cc2)CC1,.,-1,-7,-1,21,3,1.1,-4,11,0
Cc1ccc(C)c2c1CCC(=Cc1ccccc1[N+](=O)[O-])C2=O,1.5,.,10,.,.,9,-0.7,.,3,3
O=C(NCC1CCS(=O)(=O)C1)Oc1ccccc1 (stereo not given),.,-3,5,-5,21,9,-0.1,-10,-1,5
O=C(Nc1ccccc1F)C1CCCN(S(=O)(=O)c2cccc3cccnc23)C1 (stereo not given),1.7,4,-1,-7,34,-2,-0.1,-5,5,2
O=C1/C(=C/c2ccc([N+](=O)[O-])cc2)Oc2cc(O)ccc21,1.9,.,-1,-2,57*,-3,-0.5,11,-9,10
CCc1nc2c(OCCC3CCCCC3)cccn2c1N(C)C(=O)c1cccs1,-2.0,.,27*,.,.,16,-1.1,.,23,.
C=CCn1cccc(C(=O)Nc2ccc(OC)cc2OC)c1=O,2.5,4,-7,1,6,13,-0.1,-3,7,9
COc1ccc(C(=O)Oc2cc(C(=S)N3CCOCC3)ccc2OC)cc1,0.3,-9,7,6,1,0,-0.4,2,20,-2
CCCC(=O)N1CCC(CCC(=O)NC2CC2)CC1,-0.3,-7,0,-4,10,8,i,-5,-6,-1
CCN(c1ccc(C(=O)CSc2nnc(C3CC3)n2C2CC2)cc1)S(C)(=O)=O,1.7,-5,-1,.,.,0,-2.1,2,4,-3
Cc1nc(SCC(=O)Nc2nnc(C(C)C)s2)n[nH]1,0.5,3,-9,1,12,6,-0.3,2,-2,6
CCOC(=O)[C@@H]1[C@H]2COc3cc(OC)ccc3[C@H]2N2C(=O)N(c3ccc(F)cc3)C(=O)[C@]12C,.,-13,.,-1,24,.,-1.0,-6,9,4
CCOC(=O)C1=C(C)NC(C)=C(C(=O)OCC)C1C(=O)O,.,-7,0,-7,33,17,-1.7,-3,4,8
CNC(C)C(=O)NC(C(=O)NC(C(=O)Nc1cccc2ccccc12)C(C)C)C(C)C (stereo not given),0.4,.,-7,.,.,0,-0.2,.,4,.
O=C(CSC(=S)N1CCCCC1)N1N=CCC1c1ccccc1 (stereo not given),.,2,-4,-1,-6,0,-0.3,-7,15,7
Cc1ccc(-c2cn(-c3ccccc3)c(=S)[nH]2)cc1C,1.5,4,7,4,-2,-5,i,7,15,4
O=S(=O)(c1ccccc1)N1CCN(C(=S)Nc2ccccc2)CC1,1.8,.,2,0,7,6,-1.5,-26,-2,-2
CC#CCC(CC#CC)c1nc2ccccc2c(=O)n1N,.,3,7,-3,4,3,-0.6,-11,6,1
Nc1ccccc1C(=O)OC1CSC1,.,6,9,1,10,-22,-1.8,-18,4,-3
CCCCNC(=O)Nc1nc(SCC(=O)OCC)n[nH]1,1.8,9,2,2,7,-11,-0.3,5,0,2
Cc1nnsc1C(=O)Nc1cccc(Cl)c1,-0.5,-4,-6,2,-8,7,-0.4,-1,-2,2
Cc1ccc(CNC(=O)CCC(=O)Nc2nnc(C)s2)cc1,1.1,10,-4,1,12,-1,-3.7,-12,6,3
C=C(C)C(=O)Nc1cccc(C2=NOC3(C2)C[C@@H](C(N)=O)N(C(=O)c2ccc(OC)cc2)C3)c1 (stereo not given in full),.,5,.,.,45,.,-0.6,48*,3,-2
CC(=O)Nc1ccc(S(=O)(=O)NCc2nc(-c3ccccc3C)no2)cc1,0.4,-4,-2,1,12,5,-0.3,-13,6,6
CC1CCc2c(sc3c2C2=NS(=O)(=O)CCN2C=N3)C1 (stereo not given),.,-5,-10,0,6,-7,-0.5,-17,-6,-13
COC(=O)c1c(-c2ccccc2)csc1N,.,-7,2,-3,-13,0,-3.7,6,9,-12
